HCMV inh – human cytomegalovirus inhibition; HFF cells, HCMV-luciferase reporter, 72 h; stronger effect = lower value; activity change, negative = inhibition, % at 57.5 µM; 410,000 tested, 4.5% active; AID 1259415; in the data active = activity change below about -60%; inconclusive = no clear call, values can overlap the other calls; inactive = above about -39%
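Screen run at 2 compound doses on HFFs infected with reporter HCMV, MOI 1 PFU/cell. Luciferase activity from cell lysates at 72 h post infection gave inhibition relative to buffer-only and Salinomycin wells.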
Sm TGR inh – inhibitors of Schistosoma mansoni thioredoxin glutathione reductase. Q962Y6. AID 485364. 360,000 tested, 3% active. Potency, µM (top dose mostly 114 µM), for inactives: at the top dose activity change, negative = inhibition, usual class: inhibitors. purified TGR, DTNB reduction, TNB absorbance 405 nm; note: potency is the fitted concentration of half-maximal effect; nearly all actives have a fitted effect of over 60% in size
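TGR 20 nM + NADPH 100 uM (dispensed conc.), cpd preinc 15 min RT; start with NADPH (500 uM addition) then DTNB (15 mM addition). Kinetic TNB absorbance, 405 nm filter. Four-parameter Hill fit across titration.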
AMA1 RON2 block – disrupts binding of P. falciparum AMA1 to RON2; AlphaScreen AMA1-biotinylated RON2 peptide binding; Potency, µM (highest dose often 58.2 µM), without a hit: at the highest dose activity change, negative = inhibition, hits mostly inhibitors; 360,000 tested, 0.2% active;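 note: potency is the fitted concentration of half-maximal effect; 0% = vehicle wells and -100% = peptide control; nearly all actives have a fitted effect of over 45% in size; some results filed as inactive show a strong effect at the top dose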
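AMA1 (3D7) with his tag at 25 nM final met compounds first, then biotinylated RON2 peptide at 25 nM; detection used donor plus acceptor beads, 10 µg/mL apiece, read by AlphaScreen after 30 min at room temperature.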
Tb PYK inh – blocks Trypanosoma brucei pyruvate kinase; Q57TT1; TbPYK enzyme, Kinase-Glo Plus ATP luminescence, 45 min; Potency, µM (titrated, usually from 76.8 µM), without a hit: top-dose activity, negative = inhibition, hits mostly inhibitors; 410,000 tested, 0.12% active; note: potency is the fitted concentration of half-maximal effect; nearly all actives have a fitted effect of over 50% in size
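Enzyme and substrate buffer are dispensed first and compound is pin-transferred. ADP at 130 uM final then starts the reaction, which runs 45 min at room temperature. Detection reagent is added for 10 min before luminescence is imaged.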
LmPK inh – inhibitors of Leishmania mexicana pyruvate kinase. purified LmPK, Kinase-Glo ATP luminescence, 1 h. Potency, µM (titrated, usually from 57.5 µM), without a hit: at the top dose activity change, negative = inhibition, actives largely listed as inhibitors. 290,000 tested, 0.37% active; note: potency is the fitted concentration of half-maximal effect
Target sequence (Q27686 whole entry, looked up): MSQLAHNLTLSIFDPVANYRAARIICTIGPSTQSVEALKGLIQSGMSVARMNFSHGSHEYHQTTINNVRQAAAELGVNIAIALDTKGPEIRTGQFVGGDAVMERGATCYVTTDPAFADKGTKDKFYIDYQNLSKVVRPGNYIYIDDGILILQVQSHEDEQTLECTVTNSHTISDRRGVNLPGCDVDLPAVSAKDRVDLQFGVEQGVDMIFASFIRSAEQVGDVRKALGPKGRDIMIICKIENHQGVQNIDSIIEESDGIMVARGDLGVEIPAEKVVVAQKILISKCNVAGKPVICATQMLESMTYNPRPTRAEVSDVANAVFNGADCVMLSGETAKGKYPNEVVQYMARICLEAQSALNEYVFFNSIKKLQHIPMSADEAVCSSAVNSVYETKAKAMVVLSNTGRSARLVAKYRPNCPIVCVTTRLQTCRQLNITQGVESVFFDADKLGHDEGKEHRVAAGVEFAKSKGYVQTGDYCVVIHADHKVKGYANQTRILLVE
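Pyruvate kinase activity monitored as ATP production (luciferase luminescence). Conditions: 0.1 nM enzyme, 0.5 mM PEP, 0.1 mM ADP, 1 h, RT; normalized against uninhibited and no-enzyme wells.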
AmpC inh no detg – blocks E. coli AmpC beta-lactamase in detergent-free assay | AID 485341 | Potency, µM (top dose mostly 57.1 µM), without a hit: at the top dose activity change, negative = inhibition, most hits filed as inhibitors | 330,000 tested, 0.52% active | AmpC nitrocefin hydrolysis, absorbance 480 nm, 0.0001% Triton | P00811;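 note: potency is the fitted concentration of half-maximal effect; plate controls were no compound for no effect and no enzyme for full effect; nearly all actives have a fitted effect of over 20% in size; some results filed as inactive show a strong effect at the top dose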
Target sequence (P00811 whole entry, looked up): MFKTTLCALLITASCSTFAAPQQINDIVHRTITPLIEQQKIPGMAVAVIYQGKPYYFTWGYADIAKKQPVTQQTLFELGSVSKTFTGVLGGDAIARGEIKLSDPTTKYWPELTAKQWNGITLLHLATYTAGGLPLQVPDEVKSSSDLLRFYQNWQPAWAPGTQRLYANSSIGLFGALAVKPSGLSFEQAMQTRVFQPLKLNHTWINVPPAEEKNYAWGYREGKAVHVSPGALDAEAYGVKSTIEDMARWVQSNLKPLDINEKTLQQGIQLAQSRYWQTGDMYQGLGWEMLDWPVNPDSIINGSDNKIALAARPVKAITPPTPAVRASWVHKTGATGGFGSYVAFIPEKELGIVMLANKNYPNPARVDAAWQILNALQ
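20 mM phosphate pH 7.0 + 0.01% (detergent screen) or 0.0001% Triton X-100; 5.3 nM AmpC reagent; cpd preinc 15 min RT; nitrocefin (800 uM stock) to start; A480 q20 s × 4 min; Activity was normalised to no-enzyme and no-compound control wells.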
AmpC detergent – blocks E. coli AmpC beta-lactamase in detergent assay; P00811; AmpC hydrolysis of nitrocefin, absorbance 480 nm, 0.01% Triton; Potency, µM (series often up to 114 µM), for the others: at the highest dose activity change, negative = inhibition, actives largely listed as inhibitors; 370,000 tested, 0.041% active; AID 485294;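 note: potency is the fitted concentration of half-maximal effect; 0% = no-compound wells and -100% = no-enzyme wells; nearly all actives have a fitted effect of over 25% in size; some results filed as inactive show a strong effect at the top dose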
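AmpC (5.3 nM in the dispensed reagent) in 20 mM phosphate pH 7.0 with 0.01% (detergent screen) or 0.0001% Triton X-100 was preincubated with compounds for 15 min at room temperature. Nitrocefin was then added from an 800 uM solution, and hydrolysis was followed at 480 nm.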
* = called active by the depositor; ? = inconclusive; nt = no result given; [ ] = dose if it differs, or a comment. Unless noted, calls come from the whole dose curve; as a rule, active = well fitted curve in the direction sought with a large enough effect; inconclusive = small, poorly fitted or top-dose-only effect, or another doubt; inactive = no such curve, though single readings can be large; an effect the other way counts as inactive or inconclusive. Unless noted, % is set by controls: 0 for no effect and ±100 for the full control effect.

SMILES	HCMV inh	Sm TGR inh	AMA1 RON2 block	Tb PYK inh	LmPK inh	AmpC inh no detg	AmpC detergent
CCOc1ccc(N(CC(=O)Nc2cccc(F)c2)S(=O)(=O)c2c(C)noc2C)cc1	-15	-19%	-1%	-3%	3%	-3%	0%
CC(C)NC(=O)CSc1nc(-c2cccs2)cc(-c2ccccc2)c1C#N	-4	0%	-3%	3%	6%	-9%	5%
Cc1cc(CNCc2c(C(=O)N(C)Cc3ccccc3)nc3ccccn23)nn1C	21	?	29%	5%	-2%	15%	9%
COc1ccc2c(CC(=O)OCC(=O)Nc3cccc(S(N)(=O)=O)c3)coc2c1	-37	-4%	-4%	2%	-2%	-10%	7%
CCN(C(=O)c1cnc(NC(C)C)cc1C(F)(F)F)c1ccc(Cl)cc1	-23	5%	8%	-1%	10%	84%[activator]	1%
COCCCN1C(=O)C(=O)/C(=C(/O)c2ccc(S(=O)(=O)N3CCOCC3)cc2)C1c1cccc(Cl)c1 (stereo not given)	2	58%[activator]	-3%	0%	-1%	-27%	-2%
O=C(CC1N=C2c3ccccc3N=C(SCc3ccc(Cl)cc3)N2C1=O)NCc1ccco1 (stereo not given)	nt	-14%	-12%	1%	4%	38%	-15%
CC(C)C(C)NC(=O)COC(=O)c1cccc(C(=O)OCC(=O)NC(C)C(C)C)n1 (stereo not given)	-10	3%	58%[activator]	1%	0%	-7%	0%
Cc1cc(N2CCN(C)CC2)nc2ccc(NC(=O)CCC(=O)NCCCOC(C)C)cc12	36	8%	5%	-3%	-1%	-1%	-3%
O=C1Nc2ccccc2O/C1=C\c1ccccc1	14	13%	9%	-3%	1%	-28%	4%
COc1cccc2cc(C(=O)NCCc3c(C)[nH]c4ccc(F)cc34)c(=O)oc12	6	-3%	nt	-5%	nt	nt	2%
C=C(C)CSc1nnc(-c2cccc(S(=O)(=O)N(C)C)c2)n1-c1cc(OC)ccc1OC	-71*	-1%	-17%	4%	5%	149%[activator]	1%
COc1ccc(S(=O)(=O)N(C)CC(=O)NCCC2=CCCCC2)cc1OC	-33	1%	3%	-2%	-5%	88%[activator]	0%
CN1CCN(S(=O)(=O)c2ccc(-c3noc(C4CCN(S(C)(=O)=O)CC4)n3)cc2)CC1	-14	1%	5%	-6%	1%	-23%	6%
Cc1ccsc1C(=O)N1CCCC(CO)(Cc2ccccc2)C1 (stereo not given)	15	0%	4%	2%	11%	-7%	-5%
CC1=C(C(=O)Nc2ccccc2C)C(c2cccs2)n2nc(SCc3ccccc3)nc2N1 (stereo not given)	-65*	-1%	nt	6%	nt	nt	7%
CCOC(=O)C1CCN(Cc2ccc(C(=O)OC)cc2)CC1	-14	8%	-17%	1%	-2%	-13%	?
CC1=NN(c2ccccc2)C(=O)C1/C=C1/NC(=S)NC1=O (stereo not given)	23	-14%	-9%	-4%	-6%	-20%	7%
CC(C)(C)c1ccc(OCCn2cc(C(=O)c3ccco3)c3ccccc32)cc1	-3	16%	nt	2%	nt	nt	28%
COC(=O)C1=C(c2cccc(OC)c2OC)C[C@@H]2CC[C@H]1N2C(=O)NC(C)C	-22	nt	-2%	0%	nt	nt	nt
COc1ccc(-c2c(C)n([O-])c(C)c(C)[n+]2=O)cc1OC	-16	-22%	-9%	-2%	1%	-11%	0%
CCn1nc(-c2ccccc2)c(-c2ccccc2)c(C(=O)Nc2nc(C)c(C(C)=O)s2)c1=O	-26	1%	nt	0%	nt	nt	0%
CCN(CC)C1CCN(Cc2cn[nH]c2-c2ccc(OC)c(F)c2)C1 (stereo not given)	-1	-31%	0%	1%	3%	-1%	9%
CC1(C)Cc2c(sc(NC(=O)COc3ccc(Cl)cc3)c2C#N)C(C)(C)N1	nt	-2%	-9%	-5%	1%	0%	-1%
CC(=O)NCCN=C(C)c1sc2ccccc2c1O	114	-5%	15%	71%[activator]	0%	-10%	2%
N#Cc1ccc(-c2ccc3c(c2)OCO3)nc1SCC(=O)OCc1ccccc1	-3	-7%	30%	1%	8%	-47%	1%
CCOC(=O)C1(C)CCCCN1C(=O)c1ccco1 (stereo not given)	-2	nt	-5%	-14%	nt	nt	nt
O=P(C(=S)Nc1ccccc1Cl)(c1ccccc1)c1ccccc1	1	nt	99%[activator]	5%	nt	nt	nt
COc1cccc(N2CC(C(=O)Nc3nnc(SCC(=O)Nc4ccc(NC(C)=O)cc4)s3)CC2=O)c1 (stereo not given)	7	5%	9%	-1%	-4%	-17%	?
COc1cc(C(=O)NCC(c2ccccc2)N(C)C)ccc1OCc1c(C)noc1C (stereo not given)	-2	-10%	40%[activator]	1%	nt	-8%	-2%
O=C(CCc1nc2ccccc2s1)OCC(=O)c1ccccc1	3	-13%	-4%	-3%	-1%	-14%	-15%
Cc1ccccc1C(=O)NCC(=O)N1CCN(c2ccccn2)CC1	9	nt	4%	-3%	nt	-12%	nt
O=C(Nc1nnc(C(F)(F)F)s1)c1cccnc1	74	-6%	-7%	3%	-4%	-13%	-5%
O=C(NCCc1nc2ccccc2[nH]1)/C(=C/c1ccco1)NC(=O)c1ccc(Br)o1	-22	-30%	40%[activator]	-7%	4%	-27%	-4%
O=C(CCC1CCCN(Cc2cccc3c2OCO3)C1)NCc1ccc(F)c(F)c1 (stereo not given)	1	3%[57.1 µM]	-19%	-4%	-3%	28%	-2%
O=C(NCC(c1ccco1)N1CCc2ccccc2C1)C(=O)Nc1ccccc1 (stereo not given)	-4	-19%	-8%	4%	nt	-20%	9%
O=C(CCCN1C(=O)c2ccccc2C1=O)NCCCn1ccnc1	35	-7%	-11%	0%	-3%	-17%	2%
COc1ccc(CN2CCN(Cc3ccco3)CC2)cc1OC	-17	-9%	18µM*	0%	-3%	-9%	-15%
COc1ccccc1C(c1c(N)n(C)c(=O)n(C)c1=O)C(C)[N+](=O)[O-] (stereo not given)	-14	-22%	-3%	-5%	-3%	-12%	1%
COc1ccc(OC)c(S(=O)(=O)NCC(c2cccs2)N2CCc3ccccc3C2)c1 (stereo not given)	3	10%	-22%	6%	nt	-11%	-15%

Entries of single compounds, looked up by structure:
O=C(CCc1nc2ccccc2s1)OCC(=O)c1ccccc1 as listed: HCMV inh = 3; Sm TGR inh = -13%; AMA1 RON2 block = -4%; Tb PYK inh = -3%; LmPK inh = -1%; AmpC inh no detg = -14%; AmpC detergent = -15%
O=C(Nc1nnc(C(F)(F)F)s1)c1cccnc1 as listed: HCMV inh = 74; Sm TGR inh = -6%; AMA1 RON2 block = -7%; Tb PYK inh = 3%; LmPK inh = -4%; AmpC inh no detg = -13%; AmpC detergent = -5%

More results:
SMILES	HCMV inh	Sm TGR inh	AMA1 RON2 block	Tb PYK inh	LmPK inh	AmpC inh no detg	AmpC detergent
CCOC(=O)c1cccc(NC(=O)C2CCCN(c3nnc(N4CCCC4=O)s3)C2)c1 (stereo not given)	0	1%	-19%	2%	1%	15%	-10%
O=C(c1sc2cc(F)ccc2c1Cl)N1CCN(c2cccc(Cl)c2)CC1	7	-5%	-20%	-1%	7%	-18%	-1%
O=C(Nc1ccn(C2CC(OC(=O)c3ccccc3)C(CO)O2)c(=O)n1)c1ccccc1 (stereo not given)	-11	2%	4%	6%	0%	-16%	-13%
CC(C)(C)c1nc(SCC(=O)Nc2nc3c(s2)CCCC3)c2ccccc2n1	-61*	15%	2%	-4%	2%	-21%	-4%
O=[N+]([O-])c1ccc(/C=N/n2c(C3CCCCC3)n[nH]c2=S)cc1	-13	7%	74%[activator]	-23%	4%	-56%	0%
CC(NC(=O)c1ccc(CS(=O)(=O)c2cccc(C(F)(F)F)c2)o1)c1ccc2c(c1)OCCO2 (stereo not given)	-10	7%	12%	-1%	10%	18%	?
O=C(c1ccco1)N(Cc1cccs1)c1ccc(F)cc1	9	13%	nt	5%	nt	nt	-2%
CCCOC(=O)c1ccc(NC(=O)CSC2=Nc3ccccc3C3CC=NN23)cc1 (stereo not given)	54	4%	45%[activator]	-2%	12%	-47%	0%
O=C(COC(=O)CNC(=O)c1ccccc1)Nc1nnc(-c2ccccc2)o1	9	-4%	104%[activator]	62%[activator]	nt	-14%	-2%
N#CC1=C(N)N(c2ccccc2C#N)C2=C(C(=O)CCC2)C1c1ccsc1 (stereo not given)	94	-20%	-11%	-10%	-3%	-30%	-8%

Only Sm TGR inh, HCMV inh and AmpC inh no detg, for 4 of the compounds above:
Compound,Sm TGR inh,HCMV inh,AmpC inh no detg
CCn1nc(-c2ccccc2)c(-c2ccccc2)c(C(=O)Nc2nc(C)c(C(C)=O)s2)c1=O,1%,-26,nt
O=C(c1sc2cc(F)ccc2c1Cl)N1CCN(c2cccc(Cl)c2)CC1,-5%,7,-18%
COCCCN1C(=O)C(=O)/C(=C(/O)c2ccc(S(=O)(=O)N3CCOCC3)cc2)C1c1cccc(Cl)c1 (stereo not given),58%[activator],2,-27%
O=C(Nc1nnc(C(F)(F)F)s1)c1cccnc1,-6%,74,-13%

Other compounds
SMILES	HCMV inh	Sm TGR inh	AMA1 RON2 block	Tb PYK inh	LmPK inh	AmpC inh no detg	AmpC detergent
O=C(O)c1ccc(NCc2ccncc2)cc1	-19	-15%	28%	10%	1%	0%	2%
C#CCOc1c(Br)cc(/C=N/O)cc1OCC	?	-24%	12%	-53%	4%	-21%	3%
Cc1cccc(NC2=NCC(=O)N2Cc2cccs2)c1	16	nt	?	-2%	-4%	-10%	?
Cc1ccn2c(=O)c(C(=O)O)cnc2c1	-4	10%	11%	-3%	10%	-7%	-2%
C=CCn1c(O)c(C(CC)=Nc2cccc(C(=O)O)c2)c(=O)[nH]c1=O	-18	-26%	7%	8%	0%	82%[activator]	-3%
CC(/C=N/NC(=O)c1cccs1)=C\c1ccco1	-32	32µM*	24%	-1%	-8%	-36%	-4%
CN(c1ccccc1)S(=O)(=O)c1cccc(NC(=O)CN2C(=O)NC3(CCCC3)C2=O)c1	-1	-11%	-14%	-3%	nt	-25%	-13%
CCOC(=O)C1CCN(C(=O)Nc2ccc(NC(=O)C3CCN(C(=O)OCC)CC3)cc2)CC1	12	-4%	-25%	-10%	-11%	0%	-7%
COc1ccc(C(=O)NCCc2ccc(C)cc2)cc1OC1CCN(C(C)=O)CC1	14	-3%	20%	0%	-3%	106%[activator]	3%
O=C(Nc1ccc(Cl)cc1Cl)c1cc(S(=O)(=O)N2CCC3(CC2)OCCO3)ccc1F	4	0%	nt	-4%	nt	nt	2%
CCOC(=O)c1cc(-c2ccc(C)cc2)n(CCC(=O)Nc2nc3c(C)cccc3s2)c1C	?	12%	nt	-7%	nt	nt	-6%

Screening results deposited in PubChem by National Center for Advancing Translational Sciences (NCATS).
